hcGAS inh: human cGAS inhibition. Q8N884. recombinant h-cGAS, ATP depletion, Kinase-Glo luminescence. inhibition, % at 12.5 µM. actives 0.081% (n = 290,000). AID 1259398;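 further: 0% = vehicle reaction and 100% = reaction without DNA for no activity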
Target sequence (Q8N884 whole entry, looked up): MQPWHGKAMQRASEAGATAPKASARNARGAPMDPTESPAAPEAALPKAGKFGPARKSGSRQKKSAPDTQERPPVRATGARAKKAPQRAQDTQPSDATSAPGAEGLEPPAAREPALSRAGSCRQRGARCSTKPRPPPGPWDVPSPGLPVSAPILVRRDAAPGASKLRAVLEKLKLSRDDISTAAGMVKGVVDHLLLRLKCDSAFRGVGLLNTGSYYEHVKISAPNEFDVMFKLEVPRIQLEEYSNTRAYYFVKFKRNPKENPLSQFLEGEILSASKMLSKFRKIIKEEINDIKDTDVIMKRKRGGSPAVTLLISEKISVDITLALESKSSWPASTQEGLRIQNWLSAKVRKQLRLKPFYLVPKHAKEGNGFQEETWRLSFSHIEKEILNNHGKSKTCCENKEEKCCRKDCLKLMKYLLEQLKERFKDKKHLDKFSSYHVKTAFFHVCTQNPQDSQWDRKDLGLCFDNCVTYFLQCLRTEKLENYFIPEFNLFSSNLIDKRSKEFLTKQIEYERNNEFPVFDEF
mcGAS lum: blocks mouse cGAS activity; AID 1259399; Q8C6L5; actives 0.15% (n = 160,000); inhibition, % at 12.5 µM; recombinant cGAS, Kinase-Glo ATP depletion luminescence;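 further: 0% = negative control wells and 100% = reference inhibitor with no enzyme activity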
NPYLR7 agonist: mosquito NPYLR7 agonism; activation, % at 10 µM; actives 0.15% (n = 270,000); HEK293T NPYLR7/Galpha15, GCaMP6s calcium fluorescence; in the data active means activation above about 40%;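 further: 0% = vehicle and 100% = reference agonist at the receptor; some compounds past the cut are filed as inactive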
The depositor's hits bear a star. Unless noted, no stated cut-off is given here; in the data, active means inhibition above about 40%; inactive means the rest. Rows are unselected; any-hit rate near 0.29%.

What do the screens show for `CCOC(=O)c1cc(-c2cccc(NC(=O)c3oc4ccccc4c3C)c2)n(-c2ccccc2F)n1`?
hcGAS inh: -8; mcGAS lum: -8; NPYLR7 agonist: 26

What do the screens show for `OCCC1CN(Cc2ccc3ccccc3n2)CCN1C1CCCCC1` (stereo not given)?
hcGAS inh: -5; NPYLR7 agonist: -1

What do the screens show for `CCSC1=C(C#N)C2(CCCC2)C(C#N)C(N)=N1` (stereo not given)?
hcGAS inh: -7; mcGAS lum: -1; NPYLR7 agonist: -3

Results for O=C1C(=O)N(C2CCCC2)C(=O)N1CC1CCCCC1 ?
hcGAS inh: -4; NPYLR7 agonist: 1

Results for Nc1nc(=Nc2ccccc2)n2c(n1)sc1ccccc12 ?
hcGAS inh: 2; NPYLR7 agonist: -8

How did CC1=C[C@@H](CNC(=O)NC2CCCCC2)[C@H](C(C)C)C[C@H]1CC(=O)O do in these assays?
hcGAS inh: 1; mcGAS lum: -1; NPYLR7 agonist: -9

What do the screens show for `Fc1ccc(CNCc2noc(-c3cccc(F)c3)n2)cc1`?
hcGAS inh: -7; mcGAS lum: -5

What do the screens show for `COc1ccc(C(=O)N2CCN(CC3CCOC(C)(C)C3)CC2)cc1` (stereo not given)?
hcGAS inh: -6; NPYLR7 agonist: 11

What do the screens show for `CC(=O)Nc1cccc(-c2cc3c(cn2)nc(NCc2cccc(C)c2)n3C)c1`?
hcGAS inh: -6; mcGAS lum: -8; NPYLR7 agonist: 7

What do the screens show for `CCC(C)NC(=O)c1cc(NC(=O)c2ccccc2Br)ccc1N1CCc2ccccc2C1` (stereo not given)?
hcGAS inh: -5; mcGAS lum: -4; NPYLR7 agonist: -1

Results for CCOc1nn(CC)cc1C(=O)Nc1ccc(Oc2ccccc2)cc1 ?
hcGAS inh: -8; NPYLR7 agonist: 4

What do the screens show for `CC(C)=CC(=O)NCCOc1ccccc1F`?
hcGAS inh: -3; NPYLR7 agonist: 4

Reprinted from the part before: three compounds, followed by the next part.
What do the screens show for `CCC(C)NC(=O)c1cc(NC(=O)c2ccccc2Br)ccc1N1CCc2ccccc2C1` (stereo not given)?
hcGAS inh: -5; mcGAS lum: -4; NPYLR7 agonist: -1

Results for CCOc1nn(CC)cc1C(=O)Nc1ccc(Oc2ccccc2)cc1 ?
hcGAS inh: -8; NPYLR7 agonist: 4

What do the screens show for `CC(C)=CC(=O)NCCOc1ccccc1F`?
hcGAS inh: -3; NPYLR7 agonist: 4

Results for Cc1ccccc1CS(=O)Cc1ccc(S(=O)(=O)N(C)C)o1 (stereo not given) ?
hcGAS inh: -7; mcGAS lum: -18; NPYLR7 agonist: 1

How did O=C(Nc1ccc(F)c(F)c1F)c1ccc(=O)n(Cc2ccccc2)c1 do in these assays?
hcGAS inh: -14; NPYLR7 agonist: 15

Results for CCOC(=O)C1(Cc2ccc(Cl)cc2)CCN(C(=O)C2CCOC2)CC1 (stereo not given) ?
hcGAS inh: -4; mcGAS lum: -3; NPYLR7 agonist: 6

How did CC1(C(=O)NS(=O)(=O)c2ccccc2)CCN1C(=O)C1(c2ccccc2)CCCC1 (stereo not given) do in these assays?
hcGAS inh: -9; NPYLR7 agonist: 2

What do the screens show for `Cc1nc2cc(=O)[nH]n2c(C)c1CC(=O)Nc1cccc2c1ccn2C`?
hcGAS inh: -5; NPYLR7 agonist: 4

What do the screens show for `CCc1nnc(NC(=O)CSc2nc3c([nH]c4ccccc43)c(=O)n2CCOC)s1`?
hcGAS inh: -4; mcGAS lum: -6; NPYLR7 agonist: 0

What do the screens show for `Cc1ccc(-n2nc(C(C)(C)C)cc2NC(=O)CN(Cc2ccccc2)C(=O)Nc2ccccc2C(F)(F)F)cc1`?
hcGAS inh: -15; mcGAS lum: -6; NPYLR7 agonist: -2

How did CCn1ccnc1P(=O)(c1ccccc1)N1CCOCC1 (stereo not given) do in these assays?
hcGAS inh: -3; NPYLR7 agonist: 3

How did CN(CC1CCCNC1)C(=O)c1ccc(CSc2ncccn2)o1 (stereo not given) do in these assays?
hcGAS inh: -3; NPYLR7 agonist: 1

Results for O=C(C(=O)N1CCOC(Cc2ccccc2Cl)C1)c1cccnc1 (stereo not given) ?
hcGAS inh: -5; mcGAS lum: -12

What do the screens show for `CCSc1nc2c(cnn2CCO)c(=O)[nH]1`?
hcGAS inh: -7; NPYLR7 agonist: 3

Results for O=C(NC1CCOc2ccccc21)C12CC3CC(CC(O)(C3)C1)C2 (stereo not given) ?
hcGAS inh: 17; NPYLR7 agonist: -2

What do the screens show for `CC(Oc1ccccc1)C(=O)N1CCN(C(c2ccc(F)cc2)c2ccc(F)cc2)CC1` (stereo not given)?
hcGAS inh: -3; mcGAS lum: -6; NPYLR7 agonist: -4

What do the screens show for `CN(C)C(=O)COc1ccccc1CN(C)C1CCCc2ccccc21` (stereo not given)?
hcGAS inh: -5; mcGAS lum: -12; NPYLR7 agonist: 0

Results for CC(=O)N1CCC(Oc2ccc(Cl)cc2C(=O)NCc2cnc3ccccn23)CC1 ?
hcGAS inh: -3; NPYLR7 agonist: 4

How did O=[N+]([O-])c1ccc(NN=C2C3C4CC5C2C2C3CC4C52)c([N+](=O)[O-])c1 (stereo not given) do in these assays?
hcGAS inh: -8; mcGAS lum: -6; NPYLR7 agonist: 5

Results for c1ccc(-n2nnnc2Sc2nnnn2C2CCCC2)cc1 ?
hcGAS inh: -3; NPYLR7 agonist: 0

What do the screens show for `COc1ccc(CCN(C)c2cc(C(C)(C)C)nc(SCc3ccc(C(=O)N4CCOCC4)o3)n2)cc1OC`?
hcGAS inh: -7; mcGAS lum: -3; NPYLR7 agonist: -2

What do the screens show for `COc1ccc(-n2nc(C(C)(C)C)c3c2N(CC(=O)NCc2ccccn2)C(=O)CSC3c2ccc(OC)c(OC)c2)cc1` (stereo not given)?
hcGAS inh: -16; mcGAS lum: -6; NPYLR7 agonist: 13

How did NC(=O)CO[C@@H]1CO[C@H]2[C@@H]1OC[C@@H]2NC(=O)N1CCOCC1 do in these assays?
hcGAS inh: -1; mcGAS lum: -3; NPYLR7 agonist: -12

Results for CCCCCN(CC(=O)N(Cc1cccn1Cc1cccc(OC)c1)C(C)CC)C(=O)C(C)C (stereo not given) ?
hcGAS inh: -3; mcGAS lum: -4; NPYLR7 agonist: -8

What do the screens show for `COc1ccc(NC(=O)CC(=O)N2CCN(C3CCCC3)C(=O)C2)c(OC)c1`?
hcGAS inh: 0; NPYLR7 agonist: 12

What do the screens show for `CC(=O)Nc1sc2c(c1-c1nc3ccccc3s1)CCN(C(C)C)C2`?
hcGAS inh: 78*; mcGAS lum: 104*; NPYLR7 agonist: 22

How did O=c1cc(CN2CCN(c3ncccn3)CC2)nc2ccc(Br)cn12 do in these assays?
hcGAS inh: 0; mcGAS lum: -3; NPYLR7 agonist: 8

Results for CC(=O)c1cc(C(=O)N2CCCC(CCC(=O)NCc3ccc(F)c(F)c3)C2)cs1 (stereo not given) ?
hcGAS inh: -8; mcGAS lum: -11; NPYLR7 agonist: 4

What do the screens show for `CC(C)c1nccc(CN2CCc3[nH]cnc3C2Cc2ccccc2)n1` (stereo not given)?
hcGAS inh: -9; NPYLR7 agonist: 8

What do the screens show for `O=C(CSc1n[nH]c(CCC2CCCC2)n1)N1CCN(c2ccccn2)CC1`?
hcGAS inh: -1; NPYLR7 agonist: 7

Results for O=[N+]([O-])c1ccc(NN=Cc2cc(Br)ccc2OC(F)F)c([N+](=O)[O-])c1 ?
hcGAS inh: -2; NPYLR7 agonist: -9

Results for COc1ccc(C(=O)CC2(O)C(=O)Nc3ccc(Cl)cc32)cc1OC (stereo not given) ?
hcGAS inh: -3; mcGAS lum: -4; NPYLR7 agonist: 2

How did NC(=O)c1ccsc1NC(=O)CSc1nncs1 do in these assays?
hcGAS inh: -3; mcGAS lum: -4; NPYLR7 agonist: 3

How did Cc1nc(C(C)N(C)Cc2cccc(CN3CCOCC3)c2)c(C)s1 (stereo not given) do in these assays?
hcGAS inh: -1; mcGAS lum: 2; NPYLR7 agonist: 1

What do the screens show for `CC(=O)[C@@H]1C[C@H](CC(=O)NC(c2ccc(F)cc2)c2ccc(SCc3ccccc3)cc2)C1(C)C` (stereo not given in full)?
hcGAS inh: -8; mcGAS lum: -4; NPYLR7 agonist: 5

Results for Cc1ccc(C2=Nc3nnnn3C(c3cccc(Br)c3)C2)cc1C (stereo not given) ?
hcGAS inh: -5; NPYLR7 agonist: 9

What do the screens show for `O=c1cc[nH]c2c(Cl)c(Cl)ccc12`?
hcGAS inh: 1; mcGAS lum: 2; NPYLR7 agonist: -3

How did CC1(C)OCCN2C(=O)OC3(C)CCC1C23C (stereo not given) do in these assays?
hcGAS inh: -8; NPYLR7 agonist: 1

What do the screens show for `Cc1ccc(Cn2c(C)c(C(=O)NCc3cccs3)sc2=O)cc1`?
hcGAS inh: -5; NPYLR7 agonist: -1

Results for CCCCn1ccc2c(cnc3nc(-c4cccnc4)nn32)c1=O ?
hcGAS inh: 0; NPYLR7 agonist: -3

How did CC1(C(=O)Nc2ccccc2F)CCN1C(=O)Cc1cc(F)ccc1F (stereo not given) do in these assays?
hcGAS inh: -11; mcGAS lum: -5; NPYLR7 agonist: 10

How did COCCCNC(=O)NCc1ccc(OC(F)(F)F)cc1 do in these assays?
hcGAS inh: 0; NPYLR7 agonist: 2

Results for O=[N+]([O-])c1ccccc1-n1nc2c3nonc3ccc2[n+]1[O-] ?
hcGAS inh: -5; mcGAS lum: -6; NPYLR7 agonist: 1

Results for COc1ccccc1C(=O)N1CCC(C(NC(=O)C2CC2)C(=O)N2CCCC2)CC1 (stereo not given) ?
hcGAS inh: -2; mcGAS lum: 0; NPYLR7 agonist: -8

What do the screens show for `CCOC(=O)C1(C)CCCCCN1C(=O)c1ccccc1F` (stereo not given)?
hcGAS inh: -11; NPYLR7 agonist: -3

What do the screens show for `CCOC(=O)N1CCN(C(=O)CCc2cc3c(n2CCc2cccc(F)c2)-c2ccc(OC)cc2CC3)CC1`?
hcGAS inh: 1; mcGAS lum: -4; NPYLR7 agonist: 23

What do the screens show for `O=C(CNC(=O)c1ccco1)Nc1cccc2c1CCCC2`?
hcGAS inh: -14; NPYLR7 agonist: 1

What do the screens show for `COCCCN(CC(=O)N1CCc2sccc2C1COc1cccc(F)c1)C(=O)c1cccc(F)c1` (stereo not given)?
hcGAS inh: -3; mcGAS lum: -6; NPYLR7 agonist: -1

How did O=c1c2c3c(sc2ncn1Cc1cccc2ccccc12)CCCC3 do in these assays?
hcGAS inh: -5; NPYLR7 agonist: -2

What do the screens show for `COc1ccc(C2C3=C(CCCC3=O)OC(=N)C2C#N)cc1` (stereo not given)?
hcGAS inh: -3; mcGAS lum: -4; NPYLR7 agonist: 0

Results for CCSCCOC(=O)C1=C(C)NC(=O)NC1c1ccccc1OC (stereo not given) ?
hcGAS inh: 4; NPYLR7 agonist: -3

Random excerpt: 5 entries already listed, in no set order.
What do the screens show for `COCCCN(CC(=O)N1CCc2sccc2C1COc1cccc(F)c1)C(=O)c1cccc(F)c1` (stereo not given)?
hcGAS inh: -3; mcGAS lum: -6; NPYLR7 agonist: -1

Results for CCSCCOC(=O)C1=C(C)NC(=O)NC1c1ccccc1OC (stereo not given) ?
hcGAS inh: 4; NPYLR7 agonist: -3

Results for COc1ccccc1C(=O)N1CCC(C(NC(=O)C2CC2)C(=O)N2CCCC2)CC1 (stereo not given) ?
hcGAS inh: -2; mcGAS lum: 0; NPYLR7 agonist: -8

How did COCCCNC(=O)NCc1ccc(OC(F)(F)F)cc1 do in these assays?
hcGAS inh: 0; NPYLR7 agonist: 2

Results for CCCCn1ccc2c(cnc3nc(-c4cccnc4)nn32)c1=O ?
hcGAS inh: 0; NPYLR7 agonist: -3

(further entries)
How did Cc1nc2sc3c(NCCC(C)C)ncnc3c2c2c1COC(C)(C)C2 do in these assays?
hcGAS inh: -8; NPYLR7 agonist: 4

How did Cn1ncc(Oc2ccc3c(c2)OCO3)c(Nc2cccc(C(=O)NCc3ccco3)c2)c1=O do in these assays?
hcGAS inh: -9; mcGAS lum: -4; NPYLR7 agonist: 25

How did CSc1nnc(C)c(=O)n1COC(=O)c1ccc(Cl)c([N+](=O)[O-])c1 do in these assays?
hcGAS inh: -9; mcGAS lum: -6; NPYLR7 agonist: -3

What do the screens show for `CSc1ccccc1C(=O)NC1CCCc2c1cnn2-c1cc(C)cc(C)c1` (stereo not given)?
hcGAS inh: 1; mcGAS lum: -9; NPYLR7 agonist: 7

How did Cc1ccccc1C1=NOC(CN(Cc2ccccc2)CC(O)Cc2ccccc2)C1 (stereo not given) do in these assays?
hcGAS inh: -5; mcGAS lum: -6; NPYLR7 agonist: -3

How did Cc1ccccc1Oc1cc(N2CCCCCC2)ncn1 do in these assays?
hcGAS inh: 1; mcGAS lum: -2; NPYLR7 agonist: -1

How did CC1CCc2c(sc(NC(=O)c3noc4c3CCCCC4)c2C(N)=O)C1 (stereo not given) do in these assays?
hcGAS inh: 0; NPYLR7 agonist: -7

How did COCCOCC(=O)N1CCN(Cc2ccc(-c3noc(-c4cccs4)n3)cc2)CC1 do in these assays?
hcGAS inh: -7; mcGAS lum: -8; NPYLR7 agonist: 4

How did CC1C(=O)N(c2ccc(F)cc2)CCN1C(=O)Cc1ccccc1 (stereo not given) do in these assays?
hcGAS inh: -3; mcGAS lum: -4; NPYLR7 agonist: -3

What do the screens show for `O=C(OCc1nc(C(=O)NCCNc2cccc3ccccc23)cs1)c1ccccc1`?
hcGAS inh: -6; mcGAS lum: 1; NPYLR7 agonist: -10

What do the screens show for `CNC(=O)CS(=O)(=O)c1ccc(C(=O)NC(C)c2ccc(F)c(F)c2)cc1` (stereo not given)?
hcGAS inh: -3; mcGAS lum: -10; NPYLR7 agonist: -3

How did Cc1cccc(-c2ccnc3nc(N4CCN(C(=O)c5cccc(Cl)c5)CC4)nn23)c1 do in these assays?
hcGAS inh: -5; mcGAS lum: -7; NPYLR7 agonist: 2

Source: PubChem BioAssay
